BLM helicase inh = qHTS Assay for Inhibitors of Bloom's syndrome helicase (BLM); recombinant BLM DNA unwinding, fluorescence dequenching; Potency, µM (titrated, usually from 56.1 µM), for the others: top-dose activity change, negative = inhibition, actives largely listed as inhibitors; 350,000 tested, 0.2% active; AID 2528, 2010;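 note: plate controls were vehicle for no effect and no enzyme for full effect; nearly all actives have a fitted effect of over 35% in size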
HP1b binding inh = HTS for Inhibitors of HP1-beta Chromodomain Interactions with Methylated Histone Tails | AlphaScreen HP1-beta / biotin-H3K9me3 peptide binding | 390,000 tested, 0.56% active | Potency, µM (doses to about 114 µM), inactives show at the top dose activity change, negative = inhibition, hits mostly inhibitors; note: nearly all actives have a fitted effect of over 70% in size; inactives centre near 23
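Compound inhibition of the preformed complex between 50 nM HP1-beta and 50 nM biotinylated H3K9me3 peptide was read by AlphaScreen. Buffer was PBS pH 7.4 with 0.01% Tween-20. Incubations ran 30 min at room temperature, with 10 ug/mL donor/acceptor beads.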
Pol iota inh = qHTS for Inhibitors of Polymerase Iota; DNA polymerase iota (Homo sapiens), Q9UNA4; Pol iota fluorescent replication assay, 10 min; Potency, µM (titrated, usually from 115 µM), for the others: at the highest dose activity, negative = inhibition, hits mostly inhibitors; 390,000 tested, 1% active; AID 588590, 2011
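Pol iota at 10 nM preincubated 15 min with compounds at room temperature; reaction started with fluorescent substrate, 50 nM final. Fluorescence read kinetically at 0 and 10 min; buffer-only wells as negative control.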
G9a block = qHTS Assay for Inhibitors of Histone Lysine Methyltransferase G9a; G9a H3K9 monomethylation, AlphaScreen, 2 h; Potency, µM (doses to about 102 µM), for the others: at the highest dose activity, negative = inhibition, actives largely listed as inhibitors; 350,000 tested, 8.8% active; AID 504332, 2011; note: % is set by controls: 0 for no effect and ±100 for the full control effect; nearly all actives have a fitted effect of over 75% in size
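Enzyme 20 nM + cpd, 15 min RT; add b-H3K9 pep 500 nM / SAM 20 uM; 2 h RT; anti-H3K9me1 Ab 0.5 ug/mL + SA donor / anti-rabbit acceptor beads 20 ug/mL each, 10 min; AlphaScreen read.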
BAZ2B block = qHTS Assay for Inhibitors of BAZ2B; Bromodomain adjacent to zinc finger domain protein 2B (Homo sapiens), Q9UIF8; AlphaScreen BAZ2B-H3K14Ac peptide displacement; Potency, µM (highest dose often 114 µM), for inactives: at the top dose activity change, negative = inhibition, hits mostly inhibitors; 360,000 tested, 4.4% active; AID 504333, 2011; note: % is set by controls: 0 for no effect and ±100 for the full control effect; nearly all actives have a fitted effect of over 60% in size
Target sequence (Q9UIF8 whole entry, looked up, the tested form may be a part): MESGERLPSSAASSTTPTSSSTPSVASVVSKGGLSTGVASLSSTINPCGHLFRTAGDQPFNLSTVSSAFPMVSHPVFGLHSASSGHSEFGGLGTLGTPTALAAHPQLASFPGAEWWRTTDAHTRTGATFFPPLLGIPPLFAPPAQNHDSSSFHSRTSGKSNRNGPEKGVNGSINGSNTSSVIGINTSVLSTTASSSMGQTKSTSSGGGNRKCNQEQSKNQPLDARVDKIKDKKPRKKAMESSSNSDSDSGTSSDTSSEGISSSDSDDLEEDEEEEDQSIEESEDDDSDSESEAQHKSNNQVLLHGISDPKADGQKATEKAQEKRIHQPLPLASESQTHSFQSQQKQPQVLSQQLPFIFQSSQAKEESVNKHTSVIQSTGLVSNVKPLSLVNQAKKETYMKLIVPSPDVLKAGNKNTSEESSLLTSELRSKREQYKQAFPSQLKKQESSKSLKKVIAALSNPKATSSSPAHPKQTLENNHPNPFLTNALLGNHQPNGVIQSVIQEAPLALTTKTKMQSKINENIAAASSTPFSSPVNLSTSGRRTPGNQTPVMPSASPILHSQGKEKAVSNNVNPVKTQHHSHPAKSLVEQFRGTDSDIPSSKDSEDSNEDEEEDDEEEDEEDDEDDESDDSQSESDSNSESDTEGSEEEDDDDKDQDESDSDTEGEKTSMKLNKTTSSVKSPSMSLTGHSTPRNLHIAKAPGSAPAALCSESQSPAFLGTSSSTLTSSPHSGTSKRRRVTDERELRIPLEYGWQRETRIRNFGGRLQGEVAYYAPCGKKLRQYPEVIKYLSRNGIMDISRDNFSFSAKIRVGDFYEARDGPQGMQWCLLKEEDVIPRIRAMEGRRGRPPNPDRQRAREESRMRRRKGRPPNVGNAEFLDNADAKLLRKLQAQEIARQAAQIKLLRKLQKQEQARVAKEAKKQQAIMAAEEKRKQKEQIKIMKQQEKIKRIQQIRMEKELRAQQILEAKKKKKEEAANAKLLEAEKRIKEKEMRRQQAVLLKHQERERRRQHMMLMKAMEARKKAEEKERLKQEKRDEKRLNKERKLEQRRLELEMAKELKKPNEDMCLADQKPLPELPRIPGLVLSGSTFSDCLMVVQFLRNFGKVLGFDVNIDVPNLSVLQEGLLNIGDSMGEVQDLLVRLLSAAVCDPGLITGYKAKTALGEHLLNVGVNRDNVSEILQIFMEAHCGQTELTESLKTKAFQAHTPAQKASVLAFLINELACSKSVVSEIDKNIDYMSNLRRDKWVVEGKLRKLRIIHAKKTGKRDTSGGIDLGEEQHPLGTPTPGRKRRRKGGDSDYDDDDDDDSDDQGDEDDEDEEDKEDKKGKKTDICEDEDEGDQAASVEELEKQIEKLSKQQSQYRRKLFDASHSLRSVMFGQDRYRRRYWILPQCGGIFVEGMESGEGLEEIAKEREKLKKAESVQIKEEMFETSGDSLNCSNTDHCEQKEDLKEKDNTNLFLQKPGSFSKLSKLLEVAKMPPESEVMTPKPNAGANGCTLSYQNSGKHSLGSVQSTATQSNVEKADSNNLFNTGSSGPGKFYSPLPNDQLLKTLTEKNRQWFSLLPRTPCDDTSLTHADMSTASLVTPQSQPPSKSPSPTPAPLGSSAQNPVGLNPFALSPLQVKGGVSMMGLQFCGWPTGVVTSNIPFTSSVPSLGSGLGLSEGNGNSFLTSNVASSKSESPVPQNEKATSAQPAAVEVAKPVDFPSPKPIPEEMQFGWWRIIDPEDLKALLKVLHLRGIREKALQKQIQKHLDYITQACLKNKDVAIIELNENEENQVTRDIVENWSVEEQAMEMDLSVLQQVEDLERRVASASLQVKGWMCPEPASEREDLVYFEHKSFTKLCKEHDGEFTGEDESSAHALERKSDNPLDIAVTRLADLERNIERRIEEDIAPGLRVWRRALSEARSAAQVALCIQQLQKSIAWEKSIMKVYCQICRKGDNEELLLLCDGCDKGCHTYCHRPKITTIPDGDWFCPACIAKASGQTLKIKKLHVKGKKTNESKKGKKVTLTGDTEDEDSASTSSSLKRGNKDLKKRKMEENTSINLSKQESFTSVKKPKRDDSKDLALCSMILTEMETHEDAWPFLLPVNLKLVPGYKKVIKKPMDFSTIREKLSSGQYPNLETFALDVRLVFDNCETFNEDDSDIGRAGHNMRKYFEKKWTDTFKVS
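AlphaScreen displacement: compounds (up to 110uM) incubated 30 min at room temperature with a preformed 50 nM BAZ2B/50 nM biotinylated H3K14Ac peptide complex in PBS pH 7.4 with Tween-20. Donor and acceptor beads at 10 ug/mL final added, 20 min light-protected before reading.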
GLS inhibitor = qHTS for Inhibitors of Glutaminase (GLS). Glutaminase kidney isoform, mitochondrial (Homo sapiens), O94925. GLS enzymatic activity, qHTS titration. Potency, µM (titrated, usually from 45.5 µM), inactives show top-dose activity change, negative = inhibition, most hits filed as inhibitors. 410,000 tested, 0.21% active. AID 624170, 2012; note: % is set by controls: 0 for no effect and ±100 for the full control effect
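Enzyme dispensed in phosphate buffer (45 mM, pH 8.2, 0.02% Tween-20), compounds pinned in, then 1 mM L-glutamine solution and the glutamate oxidase–HRP–Amplex Red mix added; fluorescence read immediately and again after 30 min at room temperature.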
JMJD2A Tudor = qHTS Assay for Inhibitors of JMJD2A-Tudor Domain; AlphaScreen JMJD2A-Tudor / H3K4me3 peptide binding; Potency, µM (doses to about 114 µM), for inactives: at the highest dose activity change, negative = inhibition, actives largely listed as inhibitors; 390,000 tested, 4.4% active; note: % is set by controls: 0 for no effect and ±100 for the full control effect; nearly all actives have a fitted effect of over 50% in size
Tb PGK inh = qHTS Assay to Find Inhibitors of Phosphoglycerate Kinase; Potency, µM (highest dose often 57.5 µM), inactives show at the highest dose activity change, negative = inhibition, usual class: inhibitors; PGK/GAPDH coupled, Kinase-Glo luminescence, 60 min; 380,000 tested, 0.043% active; note: % is set by controls: 0 for no effect and ±100 for the full control effect; nearly all actives have a fitted effect of over 60% in size
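Luminescent ATP detection (Kinase-Glo Plus) follows a 60-minute room-temperature incubation, with wells lacking PGK as controls. Buffer: 100 mM TEA (pH 7.6), 5 mM MgCl2, 0.01% Tween-20. Coupling enzyme GAPDH (100 nM final) supplies unstable 1,3-BPG in-well.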
Pin1 inhibitor = qHTS Assay to Find Inhibitors of Pin1; Peptidyl-prolyl cis-trans isomerase NIMA-interacting 1 (Homo sapiens), Q13526; Pin1 FP peptide displacement, HiFluor488, 10 min; Potency, µM (highest dose often 115 µM), without a hit: top-dose activity, negative = inhibition, actives largely listed as inhibitors; 390,000 tested, 0.009% active; AID 504891, 2011; active = well fitted inhibition curve with a large enough effect in the polarisation, with a control signal flat, not every such curve was filed as active; inconclusive = small, poorly fitted or top-dose-only effect, or effect the other way, or a change in a side signal; inactive = no such curve, though single readings can be large or run the other way; the % refers to the polarisation; note: % is set by controls: 0 for no effect and ±100 for the full control effect
Numbers without * were called inactive; i = inactive; ? = inconclusive; · = no result given; [ ] = remark or other dose. Unless noted, calls come from the whole dose curve; as a rule, active = well fitted curve in the direction sought with a large enough effect; inconclusive = small, poorly fitted or top-dose-only effect, or another doubt; inactive = no such curve, though single readings can be large; an effect the other way counts as inactive or inconclusive. Potency is the fitted concentration of half-maximal effect.

No.	Molecule	BLM helicase inh	HP1b binding inh	Pol iota inh	G9a block	BAZ2B block	GLS inhibitor	JMJD2A Tudor	Tb PGK inh	Pin1 inhibitor
1	Cc1c(N=Cc2cc(Br)cc(Br)c2O)cccc1C(=O)O	-8.1%	-6.1%	?	-2.0%[59 µM]	-26.8%	?	-29.5%	?	?
2	CCCn1c(SCC(=O)N2CCCC2=O)nc2ccccc2c1=O	·	15.3%	16.6%	-8.1%	7.0%	1.8%	-9.0%	-2.7%	-3.2%
3	CCOC(=O)c1c(-c2ccc(C)cc2)csc1NC(=O)c1cc(=O)c2ccc(C)cc2o1	-1.8%	15.5%	-7.7%	-20.1%[59 µM]	-3.3%	3.4%	-6.6%	1.2%	0.9%
4	COc1cc2nc(N3CCNCC3)nc(N)c2cc1OC	33.9%[activator]	?	-18.0%	?	-0.8%	·	?	-1.9%	?
5	O=C(NCc1ccccc1)C1(C(F)(F)F)C/C(=C\Cc2ccccc2)CCCO1 (configuration not stated)	4.7%	34.8%	-25.3%	·	·	·	-1.4%	·	-6.2%
6	O=C(O)c1ccccc1SCc1ccc2c(c1)OCO2	-3.3%	25.0%	9.9%	0.2%[59 µM]	-5.9%	-5.5%	-16.3%	i	-1.4%
7	O=C(NNC(=O)c1ccc(Cl)cc1Cl)c1cccs1	-1.7%	43.1%[activator]	78.3%[activator]	1.9%	-16.2%	8.3%	4.1%	3.8%	-1.5%
8	Cc1ccc2nc(N3CCOCC3)c3nncn3c2c1	4.9%	20.4%	54.3%[activator]	8.7%	-2.8%	-3.5%	-15.2%	i	2.1%
9	N#Cc1c(-c2c(Cl)cccc2Cl)noc1/C=C/Nc1ccc(C(=O)O)cc1	-6.0%	12.2%	?	-37.0%	?	24.2%	-35.2%	1.1%	7.5%
10	CCSc1nnc([C@@H]2CCCN2C(=O)OC(C)(C)C)o1	-0.5%	30.3%	14.3%	50.1µM*	12.1%	-2.9%	-13.5%	i	-7.9%
11	CCNC(=S)N(Cc1cc2cccc(C)c2[nH]c1=O)C1CCCC1	4.7%	18.9%	-2.5%	3.5%	-4.0%	-0.9%	-15.6%	i	-0.7%
12	Cc1ccccc1N=C1NC(=O)/C(=C/c2cccnc2)S1	-4.4%	18.4%	?	?	-19.4%	-3.7%	-23.6%	3.0%	-0.3%
13	CN(Cc1ccccc1)S(=O)(=O)c1nnc(NC(=O)c2ccccc2Cl)s1	-0.1%	43.8%	20.6%	4.5%[59 µM]	-3.0%	3.3%	-12.5%	-1.4%	0.8%
14	CCOC(=O)N1CCN(C(=O)COc2ccc(Cl)cc2)CC1	-1.4%	31.7%	27.6%	3.3%[12.7 µM]	5.7%	2.5%	-8.0%	·	-1.1%
15	CC(C)(CC(=O)O)CC(=O)Nc1ccc(Cl)c(Cl)c1	-0.9%	16.2%	167.4%[activator]	-0.7%[59 µM]	0.3%	20.9%	-14.4%	7.3%	-3.3%
16	COc1ccc(OC)c(C2C(C(=O)c3cccs3)=C(O)C(=O)N2c2cc(C)on2)c1 (configuration not stated)	-0.1%	28.8%	26.6%	-33.1%[12.7 µM]	-33.2%	14.1%	-28.9%	-4.0%	-3.6%
17	CCOc1ccc2c(c1)n([O-])c1c([n+]2=O)CCCC1	-9.4%	3.0%	77.0%[activator]	?	-21.8%	10.1%	-14.9%	i	·
18	Cc1cccc(N(C(=O)c2snc(C(N)=O)c2N)C(C(=O)NC2CCCC2)c2ccco2)c1 (configuration not stated)	-8.1%	25.4%	15.1%	17.6%	-7.2%	-6.9%	-8.7%	-12.4%	-1.4%
19	O=C(/C=C/Nc1ccccc1F)c1cccs1	0.4%	27.6%	0.5%	31.6µM*	0.9%	20.0%	-7.6%	?	4.7%
20	CC1CCN(CCCCOc2cccc(C(C)C)c2)CC1	3.6%	-28.6%	23.7%	39.8µM*	?	-1.7%	56.2µM*	i	-0.4%

G9a block, what is marked active above
No.	Molecule	BLM helicase inh	HP1b binding inh	Pol iota inh	G9a block	BAZ2B block	GLS inhibitor	JMJD2A Tudor	Tb PGK inh	Pin1 inhibitor
10	CCSc1nnc([C@@H]2CCCN2C(=O)OC(C)(C)C)o1	-0.5%	30.3%	14.3%	50.1µM*	12.1%	-2.9%	-13.5%	i	-7.9%
19	O=C(/C=C/Nc1ccccc1F)c1cccs1	0.4%	27.6%	0.5%	31.6µM*	0.9%	20.0%	-7.6%	?	4.7%
20	CC1CCN(CCCCOc2cccc(C(C)C)c2)CC1	3.6%	-28.6%	23.7%	39.8µM*	?	-1.7%	56.2µM*	i	-0.4%

Going on with the list:
No.	Molecule	BLM helicase inh	HP1b binding inh	Pol iota inh	G9a block	BAZ2B block	GLS inhibitor	JMJD2A Tudor	Tb PGK inh	Pin1 inhibitor
21	CC(C)(C)OC(=O)N1CCC(C(N)=O)CC1	2.2%	3.3%	?	10.6%	0.0%	0.1%	-24.6%	-3.3%	0.6%
22	O=C(CCS(=O)(=O)c1ccc(Br)cc1)Nc1ccc(Cl)c(C(F)(F)F)c1	-7.8%	23.9%	23.0%	-32.4%[59 µM]	-6.5%[57.1 µM]	-28.0%	-7.4%	?	?
23	Cc1cc(=O)n(CNC(=O)c2ccccc2)c(=S)[nH]1	-1.8%	9.6%	77.5%	15.3%[12.7 µM]	2.3%	-1.9%	56.2µM*	-3.3%	-14.3%
24	CC(C)(O)c1cc2ccc(C#Cc3ccsc3)cc2c(=O)o1	·	18.1%	-11.5%	0.7%[0.501 µM]	7.6%	-2.2%	-12.9%	-2.3%	-0.8%
25	CS(=O)(=O)N(CC(=O)NCc1ccco1)c1ccc2c(c1)OCO2	-9.0%	15.6%	70.8µM*	16.5%[59 µM]	?	5.3%	-24.4%	·	4.2%
26	Cc1ccc(Oc2ccc(OCC(=O)NC3CCS(=O)(=O)C3)cc2)cc1 (configuration not stated)	1.7%	-11.0%	3.4%	29.4%	3.6%	0.9%	-9.2%	i	0.0%
27	Cc1cccc(NC(=O)[C@@H]2CCCN2C(=O)OC(C)(C)C)c1	-2.9%	19.2%	133.5%[activator]	29.6%	-4.1%	-1.7%	-12.6%	8.1%	-0.2%
28	O=C(NN=Cc1ccccc1O)C1CC1	·	39.9%[activator]	16.1%	·	·	6.9%	-4.9%	-8.4%	-11.5%
29	O=C(NC1CCN(S(=O)(=O)c2cccc([N+](=O)[O-])c2)CC1)C1CCCCC1	-3.5%	-12.5%	-16.1%	1.6%	?	-14.3%	-14.4%	i	-9.2%
30	O=c1c(O)c(-c2ccccc2)oc2cc(O)cc(O)c12	-2.5%	34.2%	45.8%[activator]	·	·	65.1%[activator]	-29.9%	i	0.1%

The final 2 compounds of the part before are carried over, then new ones follow.
No.	Molecule	BLM helicase inh	HP1b binding inh	Pol iota inh	G9a block	BAZ2B block	GLS inhibitor	JMJD2A Tudor	Tb PGK inh	Pin1 inhibitor
29	O=C(NC1CCN(S(=O)(=O)c2cccc([N+](=O)[O-])c2)CC1)C1CCCCC1	-3.5%	-12.5%	-16.1%	1.6%	?	-14.3%	-14.4%	i	-9.2%
30	O=c1c(O)c(-c2ccccc2)oc2cc(O)cc(O)c12	-2.5%	34.2%	45.8%[activator]	·	·	65.1%[activator]	-29.9%	i	0.1%
31	O=C(O)CSc1cccc2cccc(C(=O)O)c12	-0.4%	27.6%	15.3%	?	?	1.3%	-22.0%	1.0%	0.8%
32	Fc1ccc(NC(=S)NCCN2CCOCC2)c(F)c1F	-3.0%	6.6%	87.6%[activator]	?	-38.0%	11.5%	-2.2%	1.9%	?
33	Cc1ccc2nc(Cl)c(CN(C(=O)c3cnccn3)C3CCCCC3)cc2c1	-4.5%	8.8%	-2.8%	20.3%[0.0925 µM]	-6.5%	3.7%	-22.1%	·	1.8%
34	Fc1ccc(-c2nc(-c3cccs3)c(-c3cccs3)[nH]2)cc1	1.2%	13.5%	31.0%[activator]	-6.1%[59 µM]	-3.8%	3.6%	-16.7%	-9.1%	-0.3%
35	Cc1cc(N)n2nc(C)c(-c3ccc(Cl)cc3)c2n1	-10.8%	27.2%	90.3%[activator]	·	-0.5%	-10.5%	-6.2%	-4.4%	-1.5%
36	CCN(C[C@H]1N[C@@](CC)(C(=O)OC)[C@H]2C(=O)N(C)C(=O)[C@@H]12)C(=O)COC	·	5.5%	-15.1%	·	·	4.6%	-35.5%	-6.6%	-1.4%
37	CCOC(=O)[C@H]1[C@H]2COc3ccccc3[C@@H]2N2C(=O)CN(Cc3ccc(C)cc3)C(=O)[C@@]12C	·	28.4%	-16.2%	·	·	3.7%	-14.7%	5.4%	?
38	CN(C)C(CNS(=O)(=O)c1ccc(F)cc1)c1cccnc1 (configuration not stated)	-0.1%	40.2%[activator]	31.3%[activator]	?	6.4%	0.4%	3.4%	-0.7%	-0.4%
39	COc1ccc(NS(=O)(=O)c2ccc3[nH]c4c(c3c2)CCCCCC4)cc1	-4.3%	22.9%[57 µM]	-17.0%	-49.0%[59 µM]	-1.7%	-2.9%	-5.5%	-6.5%	18.3%
40	Cc1nn(C(C)C(=O)N2CCN(c3ccc(F)cc3)CC2)c(=O)c2c1sc1ccccc12 (configuration not stated)	-2.5%	8.4%	83.1%[activator]	-0.2%[59 µM]	4.5%	-3.7%	-20.2%	-7.5%	0.1%
41	OC[C@H]1O[C@@H](O[C@@H]2[C@@H](CO)O[C@@](O)(CO)[C@H]2O)[C@H](O)[C@@H](O)[C@H]1O	·	35.7%	-3.0%	23.5%[59 µM]	8.4%	-7.2%	-10.1%	9.5%	-3.5%

Bioassay records (PubChem BioAssay)

Not all compounds are listed, so the mix of outcomes need not match the whole.
